TDP2 inh – TDP2 (human) inhibition, absorbance primary screen. O95551. recombinant TDP2, T5PNP hydrolysis, p-nitrophenol absorbance 415 nm. inhibition, % at 12.8 µM. 0.34% of 370,000 active. AID 720702;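 active means inhibition above the mean of all tested compounds plus 3 SD, set per campaign, cut at about 25% in these data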;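 further: 0% = DMSO with enzyme and 100% = buffer with substrate but no TDP2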
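System – recombinant human TDP2 · Amount – 120 nM TDP2 per well · Buffer or medium – Mg2+-containing Tris-HCl buffer, pH 7.5 · Reagent – T5PNP substrate, 5 mM · Dosing – 12.8 µM single point, 1% DMSO · Incubation – 2 h at 37 °C · Measured by – epi absorbance · Read-out basis – percent inhibition · Benchmarks – high control without enzyme, low control DMSO plus TDP2 · Repeats – singlicate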
ADAM10 inh – inhibits human ADAM10; recombinant ADAM10, EDANS/DABCYL FRET peptide cleavage, 3 h; inhibition, % at 7 µM; 0.62% of 370,000 active;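 active means inhibition above a per-campaign cutoff equal to the mean of compounds falling between control-based bounds plus 3 SD, cut at about 20% in these data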;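 further: 0% = DMSO wells while the 100% control is not disclosed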
PLCg1 inh – inhibitors of human phospholipase C gamma1; purified PLC-gamma1, fluorogenic substrate, fluorescence; 0.84% of 370,000 active; P19174; inhibition, % at 12.2 µM; in the data active means inhibition above about 9.5%
DDE Tn7 FP inh – disrupts Tn7 cyclic peptide binding to fibrin D-Dimer-E complex; 0.13% of 370,000 active; inhibition, % at 8.3 µM; FP displacement of FITC-Tn7 peptide from fibrin DD(E); 0% = median of compound wells per plate; AID 720508; P02675;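 active means inhibition above the mean of compounds falling within the control limits plus 3 SD of them, cut at about 14% in these data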;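 further: 0% = plate median of compound wells and 100% = 10 µM Aha-Tn7 peptide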
Target sequence (P02675 whole entry, looked up): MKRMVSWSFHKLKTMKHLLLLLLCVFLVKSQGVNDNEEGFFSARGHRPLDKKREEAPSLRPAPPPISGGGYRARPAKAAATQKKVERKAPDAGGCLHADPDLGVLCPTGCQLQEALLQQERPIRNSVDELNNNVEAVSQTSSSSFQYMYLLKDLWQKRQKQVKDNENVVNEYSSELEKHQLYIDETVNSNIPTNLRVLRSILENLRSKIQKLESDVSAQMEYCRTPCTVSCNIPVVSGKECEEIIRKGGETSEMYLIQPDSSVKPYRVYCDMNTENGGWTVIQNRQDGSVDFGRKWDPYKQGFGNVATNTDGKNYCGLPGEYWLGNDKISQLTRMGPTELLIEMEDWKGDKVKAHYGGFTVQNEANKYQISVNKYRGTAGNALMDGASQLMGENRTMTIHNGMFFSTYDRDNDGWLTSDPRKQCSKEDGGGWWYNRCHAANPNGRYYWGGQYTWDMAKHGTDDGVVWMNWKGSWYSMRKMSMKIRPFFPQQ
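Also added: labelled Tn7 tracer, 0.1 µM; Assay system: human fibrin DD(E) protein; Amount: 2 µM fibrin DD(E); Schedule: 10 min compound pre-incubation, 3 h probe incubation at room temperature; Repeats: one replicate per compound; Read-out basis: percent inhibition; Measured by: fluorescence polarization of the labelled Tn7 tracer.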
Tn6 DDE FP – disrupts Tn6 cyclic peptide binding to fibrin D-Dimer-E complex. Fibrin DD(E) TRITC-Tn6 fluorescence polarization displacement. inhibition, % at 8.3 µM. 0.21% of 370,000 active. AID 720509;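 active means inhibition above a per-campaign cutoff: mean of compounds within control limits plus 3 SD, cut at about 15% in these data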;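 further: 0% = median of all compound wells on the plate and 100% = blocking peptide control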
SIAE inh – human SIAE inhibition, primary screen | Q9HAT2 | SIAE FP-Rh probe binding, fluorescence polarization | inhibition, % at 9.66 µM | 0.69% of 370,000 active | AID 1053197;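 active means inhibition above a cutoff: mean of compounds within the control limits plus 3 SD of those, cut at about 17% in these data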;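 further: 0% = plate median of compound wells and 100% = probe without SIAE protein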
PLC-beta3 inh – PLC-beta3 (human) inhibition, primary screen; AID 720704; 0.18% of 370,000 active; inhibition, % at 12.2 µM; Q01970; Purified PLC-beta3, fluorogenic substrate, fluorescence; in the data active means inhibition above about 11%;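 further: 0% = median of compound wells on plate and 100% = full blocker control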
ASAP1 GAP inh – inhibitors of human ASAP1 ArfGAP activity; ASAP1-stimulated ARF1 GTP hydrolysis, GDP FP detection; inhibition, % at 16.5 µM; 0.19% of 360,000 active; AID 624377; Q9ULH1; in the data active means inhibition above about 25%;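 further: 0% = vehicle with enzyme and substrate and 100% = no enzyme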
Target sequence (Q9ULH1 325-724 limits assumed): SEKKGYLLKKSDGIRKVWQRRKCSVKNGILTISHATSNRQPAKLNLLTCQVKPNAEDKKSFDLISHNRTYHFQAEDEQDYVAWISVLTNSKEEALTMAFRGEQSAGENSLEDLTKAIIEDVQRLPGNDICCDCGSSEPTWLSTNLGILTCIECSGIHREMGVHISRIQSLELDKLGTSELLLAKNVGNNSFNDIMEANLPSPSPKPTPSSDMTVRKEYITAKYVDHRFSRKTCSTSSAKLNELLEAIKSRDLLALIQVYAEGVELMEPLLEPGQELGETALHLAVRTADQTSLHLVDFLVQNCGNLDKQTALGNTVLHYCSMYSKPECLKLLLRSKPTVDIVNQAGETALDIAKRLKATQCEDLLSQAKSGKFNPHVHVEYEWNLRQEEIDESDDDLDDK
ARFGAP1 inh – inhibits rat ARF GTPase activating protein 1; Arfgap1-stimulated ARF1 GTP hydrolysis, GDP FP detection; 0.26% of 360,000 active; Q62848; AID 651572; inhibition, % at 16.5 µM;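 active means inhibition above a per-plate limit, mean inhibition of low control wells plus 3 SD, cut at about 25% in these data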;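 further: 0% = DMSO wells with enzyme and 100% = wells lacking Arfgap1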
Target sequence (Q62848 1-136 limits assumed): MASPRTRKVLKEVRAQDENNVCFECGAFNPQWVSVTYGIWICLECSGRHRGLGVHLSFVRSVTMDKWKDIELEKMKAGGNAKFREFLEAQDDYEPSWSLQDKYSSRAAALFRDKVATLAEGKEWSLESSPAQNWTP
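Material: rat Arfgap1 GAP domain (His6, aa 1-136), purified enzyme. Also added: human ARF1(Δ1-17)-GTP substrate. Compound dosing: 16.5 µM single point, 1.26% DMSO. Timing: enzyme reaction 120 min at 25 °C after 20 min preincubation. Signal: GDP detection by fluorescence polarization. Read-out basis: percent inhibition of GAP-stimulated GDP formation, scaled between DMSO and no-Arfgap1 medians.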
ADAM17 inh – ADAM17 inhibition, QFRET primary screen | P78536 | recombinant ADAM17, EDANS/DABCYL FRET peptide cleavage | inhibition, % at 6.95 µM | 0.83% of 370,000 active;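 active means inhibition above the mean of compounds lying between control limits plus 3 SD, set per campaign, cut at about 8.5% in these data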;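 further: 0% = DMSO-only wells as the low control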
* hit, by the source's call.

nr	SMILES	TDP2 inh	ADAM10 inh	PLCg1 inh	DDE Tn7 FP inh	Tn6 DDE FP	SIAE inh	PLC-beta3 inh	ASAP1 GAP inh	ARFGAP1 inh	ADAM17 inh
1	COC(=O)C(C)NC(=O)c1ccc(C(C)(C)C)cc1 (configuration not stated)	-6	2	-1	1	-4	-10	0	4	-2	-3
2	Cc1ccc(CNC(=O)c2cccc(-n3cnnn3)c2)cc1	-4	5	-2	3	5	7	-1	-4	8	0
3	Cn1c(=O)c2c(nc(SCc3ccccc3)n2Cc2ccc(Cl)cc2)n(C)c1=O	4	-1	0	-1	-1	2	2	2	-12	-5
4	O=C(CN1C(=O)C2CCCCC2C1=O)Nc1ccc(OC(F)F)c(Cl)c1 (configuration not stated)	7	1	0	-4	2	-4	-5	9	6	1
5	Cn1cc(-c2ccccc2C(N)=O)c(=O)c2ccccc21	4	-49	-17	3	-2	-7	-25	3	7	-22
6	O=C(c1ccc(S(=O)(=O)N2CCCCC2)cc1)N1CCN(CCN2C(=O)c3cccc4cccc(c34)C2=O)CC1	14	-3	0	-5	5	-7	-2	-2	4	-3
7	COC(=O)C1CCC(=S)N1C(=O)c1ccccc1 (configuration not stated)	-22	10	3	-6	-3	0	0	0	0	2
8	CCNC(=S)NNC(=O)c1cc(C)on1	6	-9	1	-2	5	9	1	-7	-10	-4
9	O=C(N[C@H](C(=O)N1CCC[C@H]1C(=O)NC1CCCC1)C1CCCCC1)c1nccs1	0	-14	-1	-1	-5	3	-3	-4	3	-6
10	COC(=O)c1cc2c(c3c4cc(F)ccc4n(C(=O)c4ccccc4)c13)C(=O)N(Cc1ccco1)C2	5	-4	-29	6	3	-9	-44	3	0	-1
11	C[C@@H]1CN([C@@H](C)CO)C(=O)CCCn2nncc2CO[C@H]1CN(C)C(=O)Nc1ccc(F)cc1	-10	1	0	0	2	4	-1	-10	-7	1
12	COc1ccc(CN2c3ccccc3C(=O)CS2(=O)=O)cc1OC	-7	1	-8	-8	-12	-5	-7	-1	3	1
13	Cc1cccc(C)c1NC(=O)NCc1ccco1	6	2	2	4	-4	-5	0	-11	11	-3
14	CC1=C(C(=O)N(C(C)C)C(C)C)CC(CC(=O)NCCCCc2ccccc2)C(=O)N1Cc1ccccc1 (configuration not stated)	-2	2	3	6	10	0	1	-8	0	3
15	C/C(=N\NC(=O)c1ccc(C)cc1C)c1ccc2c(c1)OCO2	-7	-8	-4	-5	-4	-2	-2	9	3	-3
16	CN1C(=O)[C@H]2[C@@H](/C=C/c3ccccc3)N3C(=O)CN(Cc4ccc(-c5ccccc5)cc4)C(=O)[C@@]3(Cc3ccccc3)[C@H]2C1=O	-1	8	4	-7	-3	-9	2	-8	18	4
17	Cc1ccc(NC(=O)n2ncc3c(C)cccc32)cc1F	0	5	0	3	11	3	-5	-9	-4	-1
18	O=C1CC(NNc2nc3ccccc3s2)C(=O)N1c1ccc(F)cc1 (configuration not stated)	-10	-1	-8	-6	2	7	-23	5	-4	-7
19	Cc1ccc(-c2noc(CCC(=O)NCCN3CCN(Cc4ccccc4)CC3)n2)cc1	3	3	1	2	4	0	-1	-8	-5	-4
20	CCN(CCn1cccn1)C(=O)CC1C(=O)NCCN1CCc1ccccc1 (configuration not stated)	1	-14	-15	-4	4	0	-18	4	-2	-2
21	Cc1ccc(Cl)cc1NC(=O)CN1C(=O)NC2(CCCCCC2)C1=O	2	-1	5	1	7	45*	-1	1	-2	-2
22	COc1ccc(C(=O)N2CCCCC2c2cc(C(=O)NCc3ccc(Cl)c(Cl)c3)no2)cc1 (configuration not stated)	-4	14	0	4	-9	-13	0	0	2	7
23	O=C(CCN1C(=O)c2ccccc2C1=O)Nc1nc2ccccc2s1	-13	11	5	-1	-6	2	0	3	1	1
24	Cc1ccc(C)c(C(=O)OCC(=O)N(C)c2ccccc2)c1	-3	10	3	5	0	-2	-5	9	2	-3
25	O=C(Nc1ccccc1)c1cc2ccc3ccccc3c2s1	-7	7	-3	4	4	-20	-21	-7	-5	-2

New compounds follow
nr	SMILES	TDP2 inh	ADAM10 inh	PLCg1 inh	DDE Tn7 FP inh	Tn6 DDE FP	SIAE inh	PLC-beta3 inh	ASAP1 GAP inh	ARFGAP1 inh	ADAM17 inh
26	COc1cccc(CN2CC(C(=O)N(C)C3CCOCC3)CCC2=O)c1 (configuration not stated)	-2	0	2	-6	1	-5	-7	13	2	-1
27	O=C(c1cc(COc2cccc(C(F)(F)F)c2)on1)N1CCC(c2ccccc2)CC1	-12	26*	4	-2	-10	-3	-5	5	9	12*
28	O=C(c1[nH]c(C(F)(F)F)nc1-c1ccccc1)N1CCN(c2ccc(C(F)(F)F)cn2)CC1	-1	-12	-2	2	-2	2	-2	17	3	-2
29	CCCC(=O)C1C(=O)CC(CC(C)SCC)CC1=O (configuration not stated)	1	-4	4	-5	-1	4	2	1	-13	-4
30	CCOC(=O)N1CCN(c2nc(-c3ccco3)cc(C(F)(F)F)n2)CC1	1	0	-1	3	1	-7	-1	-9	-4	-2
31	O=c1cccc2c1c1cc[nH]c3ccc(=O)n2c31	-1	-22	-25	-1	6	3	-27	9	5	-1
32	COc1ccc(NC(=O)Nc2ccc(F)cc2)cn1	-9	2	0	5	2	-2	-3	-4	25*	-1
33	CCOc1ccccc1Nc1nnc(SCc2nnc(-c3cc(OC)c(OC)c(OC)c3)o2)s1	-5	7	-2	-1	-7	1	-3	-7	16	2
34	CCOC(=O)C1(CC)NC(c2ccco2)C2C(=O)N(CC)C(=O)C21 (configuration not stated)	-4	-12	-3	0	-3	-3	1	-2	15	-3
35	Cn1c(-c2ccccc2O)cc2ccccc21	-8	0	-6	6	-6	5	-5	0	-10	-5
36	O=C(O)c1ccc(-n2[nH]c3c(c2=O)CCCC3)cc1	7	-5	-2	-2	-2	-2	1	-3	3	-2
37	COc1cccc2c1OC1(C)CC2/C(=C(\C)O)C(=O)N1 (configuration not stated)	-2	-6	-1	-4	4	-9	0	-14	-8	-6
38	COc1ccc(C(=O)COC(=O)CN2C(=O)NC(C)(C)C2=O)cc1OC	3	1	1	-7	4	3	-1	7	3	1
39	CN1C(=S)SC2CS(=O)(=O)CC21 (configuration not stated)	2	-4	-2	-2	11	-3	-4	6	4	-4
40	CCc1ccc(CCC(=O)Nc2nnc(CC)s2)o1	-8	0	1	-4	3	10	2	9	2	0
41	COc1ccccc1Cn1c(C)nnc1-c1cnn(C)c1N	-2	-9	4	-5	-3	-3	-6	1	0	-1
42	CCOC(=O)C1=C(COC(=O)c2ccc(Cl)c(S(=O)(=O)N3CCOCC3)c2)NC(=O)NC1C (configuration not stated)	0	-4	-1	3	0	-2	-2	6	0	-2
43	Cn1nc(C(=O)N2CCc3ccccc32)c2ccccc2c1=O	3	3	0	8	-3	9	-1	10	-1	-3
44	CC(C)(C)CC(=O)Nc1ccccc1N1CCN(c2ccc(F)cc2)CC1	-1	10	2	8	-4	0	-4	7	-4	1
45	CN(C)N1C(N)=C(C#N)C(c2ccc3c(c2)OCO3)C2=C1CCCC2=O (configuration not stated)	10	5	-3	6	15*	8	-4	-13	-4	-3
46	CCn1c(CNC(=O)Cc2ccc(OC)cc2)nnc1SCC(=O)Nc1ccc(C(=O)O)cc1	16	5	-2	1	6	0	2	4	-9	1
47	COc1ccccc1NC(=O)NCCCl	9	1	-1	2	14	2	2	-16	-12	-1
48	CCCCN(Cc1ccccc1)S(=O)(=O)c1c(N)n(C)c(=O)n(C)c1=O	-3	-9	2	-5	-1	-4	-3	-10	-8	1
49	O=S(=O)(c1ccc(-n2cnnn2)cc1)N1CCN(c2ccccc2F)CC1	-6	-7	2	8	2	0	-4	8	-7	-1
50	CC(=O)c1cccc(NC(=O)CSc2nc(=O)n(CCN3CCOCC3)c3c2CCCC3)c1	0	-10	-3	6	5	-4	-13	-13	-5	-4
51	CSc1ncccc1C(=O)Nc1cc(C)ccn1	-2	-46	-7	1	-3	-1	-12	-1	-3	-13
52	NC(=O)c1nsc(C(=O)N(CC(=O)NCc2ccccc2)c2cccc(F)c2)c1N	-4	-76	-43	0	-10	1	-73	1	-12	-32

Three entries out of the list, arranged by heavy-atom count, descending.
nr	SMILES	TDP2 inh	ADAM10 inh	PLCg1 inh	DDE Tn7 FP inh	Tn6 DDE FP	SIAE inh	PLC-beta3 inh	ASAP1 GAP inh	ARFGAP1 inh	ADAM17 inh
50	CC(=O)c1cccc(NC(=O)CSc2nc(=O)n(CCN3CCOCC3)c3c2CCCC3)c1	0	-10	-3	6	5	-4	-13	-13	-5	-4
48	CCCCN(Cc1ccccc1)S(=O)(=O)c1c(N)n(C)c(=O)n(C)c1=O	-3	-9	2	-5	-1	-4	-3	-10	-8	1
39	CN1C(=S)SC2CS(=O)(=O)CC21 (configuration not stated)	2	-4	-2	-2	11	-3	-4	6	4	-4

In a second layout: results already given.
42) CCOC(=O)C1=C(COC(=O)c2ccc(Cl)c(S(=O)(=O)N3CCOCC3)c2)NC(=O)NC1C (configuration not stated)
  TDP2 inh: 0 | ADAM10 inh: -4 | PLCg1 inh: -1 | DDE Tn7 FP inh: 3 | Tn6 DDE FP: 0 | SIAE inh: -2 | PLC-beta3 inh: -2 | ASAP1 GAP inh: 6 | ARFGAP1 inh: 0 | ADAM17 inh: -2
43) Cn1nc(C(=O)N2CCc3ccccc32)c2ccccc2c1=O
  TDP2 inh: 3 | ADAM10 inh: 3 | PLCg1 inh: 0 | DDE Tn7 FP inh: 8 | Tn6 DDE FP: -3 | SIAE inh: 9 | PLC-beta3 inh: -1 | ASAP1 GAP inh: 10 | ARFGAP1 inh: -1 | ADAM17 inh: -3

Screens (PubChem)
